# Compound activity as filed in PubChem.
# hIAP activ: human IAP activators, primary screen, biochemical, luminescence, uHTS; Intestinal-type alkaline phosphatase (Homo sapiens), P09923; purified human IAP, CDP-Star luminescence, 30 min; stronger effect = higher value; 1 = vehicle-only enzyme, 0 = enzyme-free background; activation factor at 10 µM; hit rate 0.16% among 330,000; AID 2524, 2010;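 active = activation factor of the enzyme at least 2-fold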; also: the source names both 10 and 20 µM as test concentration; values of inactives mirror those of a sister screen read the other way
# Target sequence (P09923 whole entry, looked up): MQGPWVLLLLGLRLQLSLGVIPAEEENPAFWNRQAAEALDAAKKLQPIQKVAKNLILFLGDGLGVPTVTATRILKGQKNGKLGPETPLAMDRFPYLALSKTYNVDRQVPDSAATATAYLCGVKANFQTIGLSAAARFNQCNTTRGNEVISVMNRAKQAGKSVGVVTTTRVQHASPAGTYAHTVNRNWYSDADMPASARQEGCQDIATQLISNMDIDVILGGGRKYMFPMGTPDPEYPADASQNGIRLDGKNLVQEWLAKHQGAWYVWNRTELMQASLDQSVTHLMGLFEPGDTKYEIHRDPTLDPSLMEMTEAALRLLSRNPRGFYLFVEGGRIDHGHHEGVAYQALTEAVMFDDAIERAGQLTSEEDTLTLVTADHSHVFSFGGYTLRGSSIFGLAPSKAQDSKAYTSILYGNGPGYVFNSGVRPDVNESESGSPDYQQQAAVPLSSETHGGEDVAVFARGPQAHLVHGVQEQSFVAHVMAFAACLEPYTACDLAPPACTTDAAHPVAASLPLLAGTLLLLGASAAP
# A3A deaminase: APOBEC3A ssDNA deaminase inhibitors, primary screen, selectivity assay for APOBEC3G inhibitor project, biochemical, FAM/TAMRA oligo cleavage fluorescence | DNA dC->dU-editing enzyme APOBEC-3A (Homo sapiens), P31941 | recombinant A3A, FAM/TAMRA ssDNA deamination fluorescence | inhibition, % at 20 µM | hit rate 0.41% among 330,000 | AID 493011, 2011;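 active = at least 40% inhibition at 20 µM here, with at most 30% in a related deaminase screen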;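 also: plate controls were A3A with DMSO for no effect and wells lacking A3A enzyme for full effect; some results filed as inactive read as strong as hits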
# Target sequence (P31941 whole entry, looked up): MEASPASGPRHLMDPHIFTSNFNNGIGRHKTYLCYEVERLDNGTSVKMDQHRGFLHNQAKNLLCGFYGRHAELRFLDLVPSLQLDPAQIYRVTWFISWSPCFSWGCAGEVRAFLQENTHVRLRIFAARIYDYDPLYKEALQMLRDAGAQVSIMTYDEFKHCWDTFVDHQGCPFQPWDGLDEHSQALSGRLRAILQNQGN
# hIAP inh: human IAP inhibitors, primary screen, biochemical, luminescence, uHTS | Intestinal-type alkaline phosphatase (Homo sapiens), P09923 | purified IAP, CDP-Star luminescence, 30 min | inhibition, % at 10 µM | hit rate 0.12% among 330,000 | AID 2544, 2010;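 active = inhibition reaching a set limit with compound at 10 µM in the primary screen, cut at about 35% in these data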;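 also: plate controls were DMSO wells with enzyme for no effect and no-enzyme buffer wells for full effect; values of inactives mirror those of a sister screen read the other way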
# MIN6 prolif: inducers of MIN6 beta-cell proliferation, primary screen, ATP luminescence, uHTS. MIN6 cells proliferation, ATPlite luminescence, 48 h; cells starved in 0.2% serum; 100% = growth in 10% serum. hit rate 0.29% among 330,000. proliferation, % at 10 µM. AID 2380, 2010;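 active = compounds whose signal lies at least 3.5 SD above the mean of all wells on their plate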;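 also: 0% = DMSO-treated cells in low-serum medium and 100% = 10% serum control; some compounds called inactive have numbers as strong as hits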
# MPTP block: mitochondrial permeability transition pore inhibitors, primary screen, biochemical, isolated mouse mitochondria, absorbance; Ca2+ swelling absorbance, 30 min; hit rate 1.4% among 360,000; AID 602449, 2012; inhibition, % at 10 µM;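 active = inhibition of 50% or more, scaled per plate between neutral and stimulator controls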;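 also: 0% = DMSO wells given calcium and 100% = 1 mM EGTA wells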
# mIAP act: activators of mouse IAP, primary screen, biochemical, luminescence, uHTS; muIAP, CDP-Star luminescence, 30 min; stronger effect = higher value; 1 = vehicle-only enzyme signal, 0 = enzyme-free wells; activation factor at 10 µM; hit rate 0.24% among 330,000;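 active = activation factor of at least 2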; also: the source names both 10 and 20 µM as test concentration; values of inactives mirror those of a sister screen read the other way
#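 also added = chemiluminescent substrate CDP-Star | test system = mouse IAP enzyme | signal = chemiluminescence readout | compound = DMSO-dissolved test compounds | incubation = 30 min at room temperature | benchmarks = DMSO wells, no-enzyme wells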
# APOBEC3G inh: APOBEC3G DNA deaminase inhibitors, primary screen, biochemical, fluorescence, single-stranded DNA substrate, uHTS. DNA dC->dU-editing enzyme APOBEC-3G (Homo sapiens), Q9HC16. recombinant A3G, ssDNA deamination FAM/TAMRA fluorescence. inhibition, % at 20 µM. hit rate 0.28% among 330,000. AID 493012, 2011;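 active = inhibition of at least 40% at 20 µM, with no more than 30% in the related APOBEC3A deaminase screen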;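 also: plate controls were DMSO wells with A3G for no effect and wells lacking A3G enzyme for full effect; some compounds called inactive have numbers as strong as hits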
# Target sequence (Q9HC16 whole entry, looked up): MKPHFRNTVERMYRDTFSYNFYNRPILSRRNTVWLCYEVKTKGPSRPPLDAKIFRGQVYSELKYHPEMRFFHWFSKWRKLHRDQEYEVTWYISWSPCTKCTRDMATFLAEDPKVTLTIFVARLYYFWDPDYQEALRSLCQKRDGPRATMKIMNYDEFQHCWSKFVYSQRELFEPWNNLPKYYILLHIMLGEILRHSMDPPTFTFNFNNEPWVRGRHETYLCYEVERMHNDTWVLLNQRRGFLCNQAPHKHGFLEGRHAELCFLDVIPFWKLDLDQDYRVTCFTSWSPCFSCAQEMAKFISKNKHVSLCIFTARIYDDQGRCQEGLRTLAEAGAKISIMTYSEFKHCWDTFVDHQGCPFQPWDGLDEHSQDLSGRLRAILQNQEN
# mIAP inh: inhibitors of mouse IAP, primary screen, biochemical, luminescence, uHTS. intestinal alkaline phosphatase [Mus musculus]. purified mouse IAP, CDP-Star luminescence, 30 min. inhibition, % at 10 µM. hit rate 0.2% among 330,000. AID 2806, 2010;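 active = inhibition of at least 40% at 10 µM in the primary screen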;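 also: plate controls were DMSO with enzyme for no effect and no enzyme wells for full effect; values of inactives mirror those of a sister screen read the other way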
# GRIN3A LBD mod: binders of NR3A ligand-binding domain, primary screen, biophysical, differential scanning fluorimetry, uHTS | Glutamate receptor ionotropic, NMDA 3A (GRIN3A) ligand-binding domain | hit rate 2.5% among 340,000 | NR3A LBD differential scanning fluorimetry, Tm shift; 0% = protein alone, 100% = glycine-bound protein | Tm shift relative to glycine control, % at 25 µM;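 active = melting temperature shift of at least 10% of the positive control shift, at one fixed dose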
# Active calls of the source: *; / = not tested or not shown; & = joins results of further samples. Some of the compounds tested; rates above refer to the full screens.
cpd	Molecule	APOBEC3G inh	MPTP block	A3A deaminase	mIAP inh	hIAP activ
1	Cc1cccc(-n2c(-c3ccccc3)nc3ccccc3c2=O)n1	1	-0.5	0	4	0.88
2	Cc1ccc(-c2nn(CCC#N)cc2C(=O)O)cc1C	-6	-0.2	-3	1	1
3	CCC1(CC)C(=O)NC(=NCCc2c[nH]c3ccccc23)NC1=O	-4	1.0	-3	3	0.92
4	COc1ccc(CNCCc2c[nH]c3ccccc23)c(OC)c1C	-8	1.0	-5	-9	1.1
5	O=C(c1cccs1)C1CN2CCC1CC2 (stereo not drawn)	-7	0.2	-4	2	0.98
6	Cc1cc(Oc2cc(NN3CCCCC3)c([N+](=O)[O-])cc2[N+](=O)[O-])ccc1[N+](=O)[O-]	6	0.7	9	16	1.1
7	CC(=O)N1CC(=O)Nc2ccc(F)cc2C1c1ccccc1 (stereo not drawn)	2	0.6	2	0	0.99
8	CC12CN3CC(C)(CN(C1)C3c1cccs1)C2 (stereo not drawn)	-6	0.5	-1	3	0.92
9	CN(C(=O)Oc1ccc(Cl)c2cccnc12)c1ccccc1	-9	-0.3	-1	-2	1
10	CCN1c2nc3c(C)cccn3c(=O)c2CC2(C(=O)N(C)C(=O)N(C)C2=O)C1C (stereo not drawn)	3	0.1	0	-2	1.1
11	CCC(=NCCOc1ccc(Cl)cc1)c1c(O)n(C)c(=O)n(C)c1=O	1	96*	1	3	1
12	CC[N+]1(C)CCCC(OC(=O)C(O)(c2ccccc2)c2ccccc2)C1 (stereo not drawn)	-7	-0.3	0	-2	0.94

cpd	MIN6 prolif	mIAP act	hIAP inh	GRIN3A LBD mod
1	-1	0.96	12	1
2	3	0.99	-1	-1
3	-2	0.97	8	1
4	-5	1.1	-9	3
5	-3	0.98	2	0
6	-3	0.84	-11	-7
7	3	1	1	0
8	-2	0.97	8	-2
9	2	1	0	-2
10	-2	1	-12	-1
11	-6	0.97	-2	0
12	7	1	6	2

# The list goes on.
cpd	Molecule	APOBEC3G inh	MPTP block	A3A deaminase	mIAP inh	hIAP activ
13	Cc1nonc1OCCNCCNc1ccc([N+](=O)[O-])c2cccnc12	-2	-0.7	1	18	0.95
14	COC(=O)C(=O)N1CC2(C)CNCC(C)(C1)C2=O	-5	-0.6	0	-3	1
15	CCOc1ccc(-n2c(O)c(C=Nc3ccc(NC(C)=O)cc3)c(=O)[nH]c2=O)cc1	-5	1.3	0	-2	1
16	O=[N+]([O-])c1ccc(Cl)c([N+](=O)[O-])c1	-6	0.6	0	1	1.1
17	CCC1CN(C)CCC1(OC(C)=O)c1ccccc1 (stereo not drawn)	-5	-2.4	-1	6	1
18	CC12CN3CC(C)(CN(C1)P3(=O)Oc1ccccc1)C2=O (stereo not drawn)	-3	-0.2	-2	5	0.97
19	COC(=O)C1=C(c2ccc(C(C)=O)cc2)C[C@@H]2CC[C@H]1N2C(=O)NC1CC1	-10	-0.2	-2	6	0.84
20	Cc1cc(Cl)ccc1C(=O)C1CCCN(C2CCSCC2)C1 (stereo not drawn)	-6	8.7	-6	4	1.1
21	CCOP(=S)(OCC)Oc1nc(Cl)c(Cl)cc1Cl	1	0.5	1	22	1
22	CN(C)c1ccc(C=C2C(=O)NC(=O)NC2=O)cc1[N+](=O)[O-]	-6	0.3	-1	2	0.95
23	O=C(c1ccc(N2CCCCC2)c([N+](=O)[O-])c1)N1CCC2(CC1)OCCO2	-7	0.2	-2	6	0.86
24	CN1C2CCC1CC(OC(c1ccccc1)c1ccccc1N)C2 (stereo not drawn)	4	-3.7	2	8	0.96

cpd	MIN6 prolif	mIAP act	hIAP inh	GRIN3A LBD mod
13	5	0.82	5	-1
14	-1	1	-3	-3
15	0	1	-4	-2
16	-8	0.99	-14	1
17	1	0.94	0	-2
18	3	0.95	3	1
19	0	0.94	16	1
20	0	0.96	-6	-3
21	5	0.78	-3	2
22	1	0.98	5	-5
23	0	0.94	14	1
24	-2	0.93	4	-1

# Random excerpt: three entries already listed
cpd	Molecule	APOBEC3G inh	MPTP block	A3A deaminase	mIAP inh	hIAP activ
8	CC12CN3CC(C)(CN(C1)C3c1cccs1)C2 (stereo not drawn)	-6	0.5	-1	3	0.92
21	CCOP(=S)(OCC)Oc1nc(Cl)c(Cl)cc1Cl	1	0.5	1	22	1
2	Cc1ccc(-c2nn(CCC#N)cc2C(=O)O)cc1C	-6	-0.2	-3	1	1

cpd	MIN6 prolif	mIAP act	hIAP inh	GRIN3A LBD mod
8	-2	0.97	8	-2
21	5	0.78	-3	2
2	3	0.99	-1	-1

# Compounds above containing a carbonyl joined to an NH by a bond outside any ring, in the order listed:
cpd	Molecule	APOBEC3G inh	MPTP block	A3A deaminase	mIAP inh	hIAP activ
15	CCOc1ccc(-n2c(O)c(C=Nc3ccc(NC(C)=O)cc3)c(=O)[nH]c2=O)cc1	-5	1.3	0	-2	1
19	COC(=O)C1=C(c2ccc(C(C)=O)cc2)C[C@@H]2CC[C@H]1N2C(=O)NC1CC1	-10	-0.2	-2	6	0.84

cpd	MIN6 prolif	mIAP act	hIAP inh	GRIN3A LBD mod
15	0	1	-4	-2
19	0	0.94	16	1

# Remaining list, next part.
cpd	Molecule	APOBEC3G inh	MPTP block	A3A deaminase	mIAP inh	hIAP activ
25	C[C@]12CCC3C(CC[C@H]4C[C@H](O)CC[C@]34C)C1CC(=O)[C@@H]2O (stereo partly drawn)	-3	-0.5	-1	-6	1.2
26	COc1ccccc1CN1CCCC(C(=O)c2ccccc2OC)C1 (stereo not drawn)	-3	4.9	-2	2	0.85
27	Cn1c(O)c(N=Nc2ccc(S(=O)(=O)N3CCOCC3)cc2)c(=O)n(C)c1=O	-5	0.0	-1	-5	1
28	Cc1cc(N(CCCl)CCCl)ccc1/C=N/NC(=O)c1ccco1	-3	-1.7	0	-1	0.98
29	COc1cc(OC)c(C=O)c(OC(=O)N(C)C)c1	-7	0.3	-4	0	1.1
30	CCCCC(CC)CNCC(O)c1ccccc1 (stereo not drawn)	-3	0.5	1	-9	1.1
31	CN1CCCCC1c1ccc(-c2cccnc2)nc1 (stereo not drawn)	-9	0.1	31	-1	1
32	CN1CCN(CCC(=O)OC2CC3CCC(C2)N3C)CC1 (stereo not drawn)	1	-1.7	1	-1	0.94
33	Cc1ccc(P(=S)(c2ccc(C)o2)N2CCOCC2)o1	2	-0.2	0	2	1.1
34	O=P(O)(Oc1ccccc1)OC(c1ccccc1)C(F)(F)C(F)(F)F (stereo not drawn)	-4	-2.3	-3	-5	0.93
35	OC(COCc1ccc(Cl)cc1)CN1CC=C(c2ccccc2)CC1 (stereo not drawn)	-4	0.6&2.2	0	5	0.91
36	C=CCn1c(O)c(C(C)=NCCc2c[nH]c3ccccc23)c(=O)[nH]c1=O	12	2.9	4	-2	1

cpd	MIN6 prolif	mIAP act	hIAP inh	GRIN3A LBD mod
25	0	1.1	-21	-1
26	-2	0.98	15	-3
27	1	1	-1	0
28	-3	1	2	-1
29	-4	1	-5	-2
30	-2	1.1	-7	1
31	-1	1	-3	-3
32	-1	1	6	7
33	0	0.97	-12	1
34	-3	1	7	0
35	-5	0.95	9	-2&-3
36	-1	1	-4	-1

# Following part.
cpd	Molecule	APOBEC3G inh	MPTP block	A3A deaminase	mIAP inh	hIAP activ
37	CC(C)[C@H]1CC2C3CC=C4C[C@@H](O)CC[C@]4(C)C3CC[C@]2(C)[C@H]1O (stereo partly drawn)	-5	0.4	-4	-4	0.95
38	Cc1ccc(N2C(=O)NC(=O)/C(=C/c3cnc(-c4ccccc4)nc3)C2=O)cc1C	-4	-3.4	1	1	0.96
39	Cn1cc(C=C(C#N)C#N)c2ccccc21	-10	1.3	-3	-2	0.83
40	CC(C)CN(C(=O)CN1CC=C(c2ccccc2)CC1)c1c(N)n(CC(C)C)c(=O)[nH]c1=O	-7	-0.2	-2	7	1.1
41	O=C(CCl)NCC1CCCO1 (stereo not drawn)	-7	-0.5	-3	-8	1.1
42	CC(=O)Nc1ccc(OC(=O)c2ccccc2N)cc1	-6	-1.3	-1	7	1.5
43	Cc1ccc2nc(C)n(-c3ccc(F)cc3)c(=O)c2c1	-6	-1.5	2	2	1.1
44	Cn1cccc1/C=C1/C(=O)NC(=O)N(Cc2ccccc2)C1=O	9	-3.3	7	13	0.9
45	C=CCN(c1ccc(C(=O)N(CC)CC)cc1)S(C)(=O)=O	-4	0.9	-2	5	0.89
46	CC(C)n1c(=O)c(C=Nc2ccc(Cl)cc2)c(O)n(Cc2ccco2)c1=O	-2	/	-1	3	1.1
47	CC12CNCC(C)(CNC1)C2O (stereo not drawn)	-7	-0.3	5	6	0.86
48	O=c1c2ccccc2nc(-c2ccco2)n1-c1ccc(Br)cn1	-2	-2.4	-2	1	1

cpd	MIN6 prolif	mIAP act	hIAP inh	GRIN3A LBD mod
37	-4	1	5	9
38	0	0.99	4	-10
39	-1	1	17	0
40	-2	0.93	-8	-1
41	3	1.1	-14	0
42	-2	0.93	-49	4
43	0	0.98	-11	0
44	-1	0.87	10	-3
45	1	0.95	11	-2
46	-1	0.97	-8	/
47	-1	0.94	14	2
48	-1	0.99	-3	-2

# Next records follow:
cpd	Molecule	APOBEC3G inh	MPTP block	A3A deaminase	mIAP inh	hIAP activ
49	CCc1ccc(-n2c(O)c(C(C)=O)c(=O)[nH]c2=O)cc1 (tested in a mixture with another compound)	1	0.0	2	3	1
50	Cc1cc(OCCCC(=O)NCc2cccs2)ccc1Cl	-4	6.3	1	-4	0.91
51	COC(=O)C1=C(c2ccc(Cl)c(C(F)(F)F)c2)C[C@@H]2CC[C@H]1N2C(=O)N1CCC(O)(c2ccc(Cl)cc2)CC1	-3	-2.2	0	5	0.93
52	Oc1cccc(/C=N/NP(=S)(c2ccccc2)c2ccccc2)c1	-7	15	-2	2	1.1
53	CCOc1ccc(N=Cc2c(O)n(CCc3ccc(OC)c(OC)c3)c(=O)[nH]c2=O)cc1	1	8.7	4	3	1.1
54	O=CC(Cl)P(=O)(N1CCCCC1)N1CCCCC1 (stereo not drawn)	-8	3.3	-3	1	1.1
55	CCOCCCNC(=O)CN1C2CCC1CC(O)(c1ccc(OC)cc1)C2 (stereo not drawn)	-5	-0.8	-1	2	0.88
56	COc1ccccc1-n1c(-c2ccoc2)nc2ccccc2c1=O	-1	-0.1	1	-4	1.1
57	COc1cccc(OC)c1C(=O)NC(=S)N1C[C@H]2C[C@H](C1)c1cccc(=O)n1C2	17	0.1	0	0	0.94
58	C=CCn1c(O)c(/C=N/NC(=O)c2ccncc2)c(=O)[nH]c1=O	-4	0.2	-2	-4	1.3

cpd	MIN6 prolif	mIAP act	hIAP inh	GRIN3A LBD mod
49	-1	0.97	-5	2
50	-3	1	9	-3
51	-5	0.95	7	-4
52	-2	0.98	-6	5
53	-3	0.97	-6	-1
54	-1	0.99	-11	-1
55	0	0.98	12	1
56	-3	1	-12	-1
57	2	1	6	1
58	-1	1	-27	0
